TRHR ag: agonists of human TRH receptor; actives 0.18% (n = 360,000); activation, % at 2 µM; P34981; TRHR cells, calcium flux fluo-8, FDSS agonist mode; AID 493084; also: 0% is about no effect
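Steps: seed TRHR cells overnight; add fluo-8 no-wash Ca dye, RT 30 min–1.5 h; record 10 s baseline; pin-transfer compounds; monitor fluorescence 1 cycle/s for the agonist window. Calcium increases flag candidate agonists.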
D1 ag: human D1 receptor agonism; P21728; HEK293 T-REx D1 cells, calcium flux, agonist mode; activation, % at 2 µM; actives 1% (n = 360,000); AID 504660; also: 0% is about no effect
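Agonism was scored from calcium flux recorded over 180 s (1 read/s) after pintool compound addition, following a 10-cycle baseline. Cells were inducible force-coupled HEK293 TREx D1, plated overnight at 30 C and loaded with no-wash calcium dye.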
D2 ag: agonists of human D2 dopamine receptor; P14416; HEK293 T-REx D2 cells, calcium flux agonist mode; activation, % at 2 µM; actives 0.53% (n = 340,000);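 active = activation over 3 SD above normal in the single-dose calcium agonist read, cut at about 30% in these data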; also: 0% is about no effect
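HEK293 Trex D2 cells, tetracycline-induced, o/n 30 C 5% CO2; no-wash Ca dye, RT 30–90 min; 10-cycle baseline, 23 nl cpd added, kinetic Ca read 180 s; agonist hits = positive Ca response.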
D1 antagonist: human D1 dopamine receptor antagonism. P21728. HEK293 TREx D1 cells, calcium flux, dopamine EC80; hits give low values. activity change, negative = inhibition, % at 10 µM. actives 3.2% (n = 360,000); in the data active = activity change below about -30%; also: % is scaled to controls: 0 for no effect and ±100 for the full control effect
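Compound effects on dopamine-evoked calcium signalling were measured in tetracycline-induced HEK293 Trex D1 cells. Dopamine at EC80 followed a 180 s compound pre-read, and fluorescence was tracked kinetically for 180 s more.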
D2 antag: antagonizes the human D2 dopamine receptor | actives 2% (n = 340,000) | inhibition, % at 10 µM | HEK293 TREx D2 cells, calcium flux, dopamine EC80 | AID 485344; in the data active = inhibition above about 30%; also: 0% is about no effect
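Read-out: kinetic calcium fluorescence (1 cycle/s) in inducible HEK293 T-REx D2 cells after an EC80 dopamine addition that followed 180 s compound preincubation. Loss of the dopamine response indicates antagonism.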
TRHR PAM: allosteric enhancers of human TRH receptor; actives 0.66% (n = 360,000); P34981; enhancement, % at 2 µM; TRHR cells, fluo-8 calcium fluorescence, EC20 TRH enhancement; in the data active = enhancement above about 30%; also: 0% is about no effect
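TRHR-expressing cells loaded with fluo-8 calcium dye were read kinetically (ex 480/em 530) during compound addition, then stimulated with an EC20 of TRH (10 nM final). Enhancement of the Gq-mediated intracellular calcium response was scored.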
RXFP1 antag: antagonists of human relaxin receptor RXFP1; Q9HBX9; HEK293-RXFP1, relaxin-stimulated cAMP HTRF, 30 min; hits give low values; activity change, negative = inhibition, % at 57.5 µM; actives 0.59% (n = 350,000);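 active = activity change of -60% or lower, but not beyond a set lower limit; inconclusive = change between -60% and -40%, or beyond the set limit; inactive = change above -40%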; also: % is scaled to controls: 0 for no effect and ±100 for the full control effect
Target sequence (Q9HBX9 whole entry, looked up): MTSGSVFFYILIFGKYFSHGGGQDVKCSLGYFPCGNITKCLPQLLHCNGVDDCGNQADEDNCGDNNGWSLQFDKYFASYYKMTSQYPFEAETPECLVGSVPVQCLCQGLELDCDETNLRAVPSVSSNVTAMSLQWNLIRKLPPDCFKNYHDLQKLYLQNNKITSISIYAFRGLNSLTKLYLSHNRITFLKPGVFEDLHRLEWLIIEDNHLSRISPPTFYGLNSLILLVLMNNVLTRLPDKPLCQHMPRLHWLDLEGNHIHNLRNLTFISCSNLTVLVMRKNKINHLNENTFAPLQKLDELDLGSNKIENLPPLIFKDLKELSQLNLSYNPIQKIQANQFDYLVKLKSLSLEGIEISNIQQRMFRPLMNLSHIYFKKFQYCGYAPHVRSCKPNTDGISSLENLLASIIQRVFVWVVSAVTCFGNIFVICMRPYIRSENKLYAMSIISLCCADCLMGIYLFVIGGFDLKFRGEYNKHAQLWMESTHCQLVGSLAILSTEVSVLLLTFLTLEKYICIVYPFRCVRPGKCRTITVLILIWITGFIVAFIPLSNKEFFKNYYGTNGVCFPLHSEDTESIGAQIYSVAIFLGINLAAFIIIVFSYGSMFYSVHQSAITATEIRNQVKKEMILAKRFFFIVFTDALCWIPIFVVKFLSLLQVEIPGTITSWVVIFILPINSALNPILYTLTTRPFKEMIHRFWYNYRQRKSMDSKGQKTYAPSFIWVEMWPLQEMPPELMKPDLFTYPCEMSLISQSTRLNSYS
D2 potentiator: positive allosteric modulators of human D2 dopamine receptor; P14416; HEK293 T-REx D2, calcium flux, EC20 dopamine potentiation; potentiation, % at 10 µM; actives 0.34% (n = 340,000);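 active = potentiation over 3 SD above the plate norm, cut at about 30% in these data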; also: 0% is about no effect
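Using a no-wash calcium dye in inducible, force-coupled HEK293 Trex cells expressing D2, we tracked fluorescence each second for 180 s after compound, then for 180 s after EC20 dopamine to detect augmented signalling.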
D1 PAM: enhances dopamine response at the human D1 receptor; HEK293 TREx D1 cells, calcium flux, dopamine EC20 potentiation; actives 0.036% (n = 360,000); AID 504651; potentiation, % at 10 µM; P21728; in the data active = potentiation above about 30%; also: 0% is about no effect
* = called active by the depositor; & = joins results of further samples. Rule as the data show it, unless noted: active = activation above about 30%; inactive = the rest.

COc1ccc(COC(=O)Nc2cc3c(C(F)(F)F)nn(C)c3s2)cc1 was read as TRHR ag -0.4, D1 ag 3, D2 ag -0.9, D1 antagonist -18, D2 antag -3, TRHR PAM 30*, RXFP1 antag 10, D2 potentiator -6 and D1 PAM -6.
For C#CCOCCOCCOCCNc1nc(N2CCOCC2)nc(N2CCN(C(=O)CCCCCCCCCCNC(=O)[C@@H]([C@H](C)O)n3cc(C)nn3)CC2)n1 the results were TRHR ag 4.5, D1 ag -2, D2 ag -1.8, D1 antagonist 1, D2 antag 3, TRHR PAM 4, D2 potentiator 0 and D1 PAM -2.
`C(=N\Nc1ccc2nncn2n1)/c1ccccn1` gave TRHR ag 0.2, D1 ag 3, D2 ag 0.1, D1 antagonist 0, D2 antag -10, TRHR PAM 3, RXFP1 antag -13, D2 potentiator -1 and D1 PAM -4.
`Cc1ccccc1N=C1c2cc([N+](=O)[O-])ccc2-c2ncccc21` gave TRHR ag -0.5, D1 ag 2, D2 ag 0.0, D1 antagonist -9, D2 antag 2, TRHR PAM 9, RXFP1 antag 10, D2 potentiator 4 and D1 PAM -2.
`CC(c1cccs1)N(C)Cc1nc(CCc2ccccc2)no1` (configuration not stated) gave TRHR ag 0.3, D1 ag 4, D2 ag -0.4, D1 antagonist 0, D2 antag -13, TRHR PAM 4, RXFP1 antag -15, D2 potentiator 14 and D1 PAM -6.
For Cn1c(=O)oc2cc(NC(=O)CCl)ccc21 the results were TRHR ag 0.2, D1 ag 2, D2 ag 0.2, D1 antagonist 1, D2 antag 32*, TRHR PAM 4, RXFP1 antag 15, D2 potentiator -5 and D1 PAM 0.
`Cc1occc1C(=O)Nc1cc(S(=O)(=O)N2CCOCC2)ccc1OC(C)C` gave TRHR ag 0.1, D1 ag 3, D2 ag -0.3, D1 antagonist 27, D2 antag -28, TRHR PAM 0, RXFP1 antag -16 and D2 potentiator 10.
CC1CCCCN1C(=O)C1COc2ccccc2O1 (configuration not stated) was read as TRHR ag -0.5, D1 ag 2, D2 ag 0.1, D1 antagonist 9, D2 antag -8, TRHR PAM -1, RXFP1 antag 0, D2 potentiator 5 and D1 PAM -1.
For CCOC(=O)CN(C#N)c1nc(C)cc(C)n1 the results were TRHR ag 1.0, D1 ag 0, D2 ag -0.2, D1 antagonist -8, D2 antag 8, TRHR PAM -14, RXFP1 antag -3, D2 potentiator 3 and D1 PAM -4.
For C/C(=C\C(=O)O)C12CC3CC(CC(C3)C1)C2 the results were TRHR ag -0.9, D1 ag 2, D2 ag -0.5, D2 antag -2, TRHR PAM 10, RXFP1 antag -10, D2 potentiator 15 and D1 PAM -2.
For O=C(CCN1C(=O)c2ccccc2C1=O)C1=NN[C@@H]2C(=O)N(c3ccc4c(c3)OCO4)C(=O)[C@H]12 the results were TRHR ag 0.4, D1 ag 1, D2 ag 1.3, D1 antagonist 4, D2 antag -3, TRHR PAM 0, RXFP1 antag -7, D2 potentiator 1 and D1 PAM 0.
`O=C1N=C(N2CCCCC2)S/C1=C\c1ccncc1` gave TRHR ag 0.3, D1 ag 1, D2 ag 0.2, D1 antagonist -7, D2 antag 2, TRHR PAM 1, RXFP1 antag -9, D2 potentiator 11 and D1 PAM -7.
`Nc1nnc(-c2ccccc2)c(-c2ccccc2)n1` gave TRHR ag -0.8, D1 ag 2, D2 ag -3.9, D1 antagonist -19, D2 antag -18, TRHR PAM -3, RXFP1 antag 7, D2 potentiator 10 and D1 PAM -2.
Screening CSc1ncccc1C(=O)N1CCCC(CCC(=O)NCc2ccccc2F)C1 (configuration not stated) returned TRHR ag -0.3, D1 ag 2, D2 ag -0.2, D1 antagonist -21, D2 antag 13, TRHR PAM 11, RXFP1 antag 2, D2 potentiator -2 and D1 PAM -2.
COC(=O)c1cc2oc(C)cc2n1CC(=O)Nc1ccc(C(C)C)cc1 was read as TRHR ag 0.1, D1 ag 1, D2 ag -0.3, D1 antagonist 2, TRHR PAM 12, RXFP1 antag -8, D2 potentiator -7 and D1 PAM -3.
Screening Cn1nnnc1SCCNCc1ccc(F)cc1 returned TRHR ag -0.1, D1 ag 2, D2 ag -0.3, D1 antagonist -2, TRHR PAM -7, RXFP1 antag -14, D2 potentiator 9 and D1 PAM -3.
Screening C1CNCCOCCNCCN1 returned TRHR ag -0.2, D1 ag 4, D2 ag 0.5, D1 antagonist -7, D2 antag -3, TRHR PAM -3, RXFP1 antag -3, D2 potentiator 3 and D1 PAM -5.
`O=C(O)c1[nH]c2ccc(Cl)cc2c1CCN1C(=O)c2ccccc2C1=O` gave TRHR ag 0.6, D1 ag 3, D1 antagonist -13, TRHR PAM 3, RXFP1 antag -3, D2 potentiator 1 and D1 PAM 0.
CCCCCOc1ccc(CSc2n[nH]c(C)n2)cc1 was read as TRHR ag -0.6, D1 ag 0, D2 ag -0.5, D1 antagonist -6, D2 antag 6, TRHR PAM -8, RXFP1 antag 3, D2 potentiator 21 and D1 PAM 0.
C=CCC(O)(CC=C)C(C)N (configuration not stated) was read as TRHR ag 0.8, D1 ag 2, D2 ag 1.7, D1 antagonist 7, D2 antag -13, TRHR PAM 20, RXFP1 antag 4, D2 potentiator 2 and D1 PAM -5.

The closing 5 entries of the part above lead into the next.
Screening Cn1nnnc1SCCNCc1ccc(F)cc1 returned TRHR ag -0.1, D1 ag 2, D2 ag -0.3, D1 antagonist -2, TRHR PAM -7, RXFP1 antag -14, D2 potentiator 9 and D1 PAM -3.
Screening C1CNCCOCCNCCN1 returned TRHR ag -0.2, D1 ag 4, D2 ag 0.5, D1 antagonist -7, D2 antag -3, TRHR PAM -3, RXFP1 antag -3, D2 potentiator 3 and D1 PAM -5.
`O=C(O)c1[nH]c2ccc(Cl)cc2c1CCN1C(=O)c2ccccc2C1=O` gave TRHR ag 0.6, D1 ag 3, D1 antagonist -13, TRHR PAM 3, RXFP1 antag -3, D2 potentiator 1 and D1 PAM 0.
CCCCCOc1ccc(CSc2n[nH]c(C)n2)cc1 was read as TRHR ag -0.6, D1 ag 0, D2 ag -0.5, D1 antagonist -6, D2 antag 6, TRHR PAM -8, RXFP1 antag 3, D2 potentiator 21 and D1 PAM 0.
C=CCC(O)(CC=C)C(C)N (configuration not stated) was read as TRHR ag 0.8, D1 ag 2, D2 ag 1.7, D1 antagonist 7, D2 antag -13, TRHR PAM 20, RXFP1 antag 4, D2 potentiator 2 and D1 PAM -5.
`Cc1csc(=Nc2c(C)n(C)n(-c3ccccc3)c2=O)n1Cc1ccccc1` gave TRHR ag -0.3, D1 ag 1, D2 ag -1.1, D1 antagonist -19, D2 antag -12, TRHR PAM -5, RXFP1 antag -14&2, D2 potentiator 0 and D1 PAM -3.
For CCN1CCN(CC(O)COCc2cc(OC)c(OC)c(OC)c2)CC1 (configuration not stated) the results were TRHR ag -0.2, D1 ag 1, D2 ag 0.6, D1 antagonist 5, D2 antag -11, TRHR PAM 2, RXFP1 antag 3, D2 potentiator 11 and D1 PAM -3.
For COc1ccc(Cl)cc1NC(=O)CCCNC(=O)c1ccc(Cl)cc1 the results were TRHR ag -0.5, D1 ag 0, D2 ag 0.6, D1 antagonist 0, D2 antag -5, TRHR PAM 3, RXFP1 antag -14, D2 potentiator -11 and D1 PAM 1.
`CC(=O)Nc1ccc(SCC(=O)c2cc(C)n(-c3ccccc3)c2C)cc1` gave TRHR ag -0.6, D1 ag 4, D2 ag -0.6, D1 antagonist 2, D2 antag -16, TRHR PAM -6, RXFP1 antag -21, D2 potentiator 0 and D1 PAM -3.
`O=C(CN1C(=O)COc2ccccc21)Nc1ccc(F)cc1` gave TRHR ag -0.1, D1 ag 2, D2 ag 0.0, D1 antagonist 4, D2 antag -7, TRHR PAM 6, D2 potentiator 10 and D1 PAM -2.
COc1ccc(-n2c(NN)nc3sc4c(c3c2=O)CCCC4)cc1 was read as TRHR ag -1.2, D1 ag 1, D2 ag -0.4, D1 antagonist 4, D2 antag -16, TRHR PAM 6, RXFP1 antag -16, D2 potentiator 7 and D1 PAM 3.
Screening O=C(CSc1ncnc2c1cnn2CCO)Nc1cccc(C(F)(F)F)c1 returned TRHR ag 0.1, D1 ag 26, D2 ag -0.4, D1 antagonist 7, D2 antag 5, TRHR PAM 31*, RXFP1 antag 0, D2 potentiator 8 and D1 PAM -6.
Screening CCN1CCN(C(=S)c2ccc(O)cc2)CC1 returned TRHR ag -1.5, D1 ag 1, D2 ag -2.9, D1 antagonist 2, D2 antag 8, TRHR PAM -3, RXFP1 antag 2, D2 potentiator -1 and D1 PAM -1.
Screening O=C(O)c1ccc(-n2nnnc2SCc2ccccc2)cc1 returned TRHR ag 1.8, D1 ag 2, D2 ag 0.2, D1 antagonist 0, D2 antag -8, TRHR PAM 1, RXFP1 antag -2, D2 potentiator 5 and D1 PAM -5.
Screening Cc1cccn2c(=O)c(/C=C(\C#N)S(=O)(=O)c3ccccc3)c(N3CCN(Cc4ccccc4)CC3)nc12 returned TRHR ag 0.2, D1 ag 2, D2 ag 1.6, D1 antagonist -10, D2 antag -13, TRHR PAM -3, RXFP1 antag -11, D2 potentiator 0 and D1 PAM 0.
Screening CCCOc1ccc(CNC(=O)CCCn2nc(C)c3sc4ccccc4c3c2=O)cc1 returned TRHR ag -0.7, D1 ag -1, D2 ag -0.2, D1 antagonist -6, TRHR PAM 1, RXFP1 antag 3, D2 potentiator 6 and D1 PAM -1.
`CCOC(=O)Nc1ccc(OC)cc1S(=O)(=O)N1CCCCC1` gave TRHR ag 0.3, D1 ag -2, D1 antagonist -1, TRHR PAM 1, RXFP1 antag -2 and D1 PAM 3.
`Cc1ccc2cc(CCNC(=O)c3ccc4c(c3)OCO4)c(=O)[nH]c2c1` gave TRHR ag -0.5, D1 ag -3, D2 ag 0.1, D1 antagonist 2, D2 antag -22, TRHR PAM 6, D2 potentiator 9 and D1 PAM -5.
Screening N#Cc1c(Cl)nsc1NN returned TRHR ag 0.3, D1 ag -3, D2 ag 0.3, D1 antagonist 14, D2 antag 1, TRHR PAM 5, RXFP1 antag inconclusive, D2 potentiator 0 and D1 PAM -2.
COc1ccc(C(=O)CSc2nnc(NC(=O)C3CC(=O)N(c4cccc(OC)c4)C3)s2)cc1 (configuration not stated) was read as TRHR ag 0.2, D1 ag 1, D2 ag 0.3, D1 antagonist 0, D2 antag -5, TRHR PAM 1, D2 potentiator 3 and D1 PAM 1.
Screening CN(Cc1ccccc1)c1nc2c(c(=O)[nH]c(=O)n2C)n1CCCSc1ncccn1 returned TRHR ag -1.1, D1 ag 0, D2 ag 0.5, D1 antagonist 4, D2 antag -2, TRHR PAM 3, RXFP1 antag 25, D2 potentiator 2 and D1 PAM -5.
For COc1cc(OC)cc(-c2cc3nc(C)c(CCC(=O)NCc4ccccc4)c(C)n3n2)c1 the results were TRHR ag 0.4&0.4, D1 ag 2&2, D2 ag 0.1&-0.7, D1 antagonist -15&-16, D2 antag 12, TRHR PAM -1&9, RXFP1 antag -5&-13, D2 potentiator -4&5 and D1 PAM -1&0.

Source: PubChem BioAssay (National Center for Advancing Translational Sciences (NCATS))
